Bioassay records (PubChem)
G9a block – qHTS Assay for Inhibitors of Histone Lysine Methyltransferase G9a; Histone-lysine N-methyltransferase EHMT2 (Homo sapiens), Q96KQ7; G9a H3K9 monomethylation, AlphaScreen, 2 h; Potency, µM (series often up to 102 µM), inactives show top-dose activity, negative = inhibition, hits mostly inhibitors; 8.8% of 350,000 active; AID 504332, 2011; also: % is scaled to controls: 0 for no effect and ±100 for the full control effect; nearly all actives have a fitted effect of over 75% in size
Target sequence (Q96KQ7 913-1193 limits assumed): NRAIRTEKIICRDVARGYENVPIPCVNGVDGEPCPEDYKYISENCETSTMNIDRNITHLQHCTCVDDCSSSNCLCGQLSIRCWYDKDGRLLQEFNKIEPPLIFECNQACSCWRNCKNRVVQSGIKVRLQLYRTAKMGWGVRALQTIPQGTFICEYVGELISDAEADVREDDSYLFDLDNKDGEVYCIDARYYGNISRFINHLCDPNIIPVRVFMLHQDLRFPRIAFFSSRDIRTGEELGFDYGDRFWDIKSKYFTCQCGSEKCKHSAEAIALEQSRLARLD
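AlphaScreen read-out: biotin-H3K9 peptide (500 nM) methylation by 20 nM enzyme with 20 uM SAM, 2 h at room temperature after 15 min compound preincubation; anti-monomethyl H3K9 antibody plus donor/acceptor beads, 10 min dark.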
JMJD2A Tudor – qHTS Assay for Inhibitors of JMJD2A-Tudor Domain; Lysine-specific demethylase 4A (Homo sapiens), O75164; AlphaScreen JMJD2A-Tudor / H3K4me3 peptide binding; Potency, µM (highest dose often 114 µM), without a hit: at the highest dose activity change, negative = inhibition, hits mostly inhibitors; 4.4% of 390,000 active; also: % is scaled to controls: 0 for no effect and ±100 for the full control effect; nearly all actives have a fitted effect of over 50% in size
GLS inhibitor – qHTS for Inhibitors of Glutaminase (GLS) | 0.21% of 410,000 active | Glutaminase kidney isoform, mitochondrial (Homo sapiens), O94925 | GLS enzymatic activity, qHTS titration | Potency, µM (series often up to 45.5 µM), without a hit: top-dose activity change, negative = inhibition, hits mostly inhibitors | AID 624170, 2012; also: % is scaled to controls: 0 for no effect and ±100 for the full control effect
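Glutamate formation by hKGA was monitored fluorometrically using coupled glutamate oxidase, HRP and Amplex Red. Substrate was added as 1 mM L-glutamine solution; incubation was 30 min at RT after an initial read.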
BAZ2B inh – qHTS Assay for Inhibitors of BAZ2B | Bromodomain adjacent to zinc finger domain protein 2B (Homo sapiens), Q9UIF8 | AlphaScreen BAZ2B-H3K14Ac peptide displacement | Potency, µM (titrated, usually from 114 µM), for inactives: top-dose activity change, negative = inhibition, usual class: inhibitors | 4.4% of 360,000 active | AID 504333, 2011; also: % is scaled to controls: 0 for no effect and ±100 for the full control effect; nearly all actives have a fitted effect of over 60% in size
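BAZ2B (50 nM) with biotin-H3(5-23)K14Ac peptide (50 nM) in PBS pH 7.4, 0.01% Tween-20, preformed 30 min, then compound 30 min at room temperature; top concentration 110uM. AlphaScreen streptavidin donor/nickel chelate acceptor beads (10 ug/mL final), 20 min dark, signal read.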
Pol iota inh – qHTS for Inhibitors of Polymerase Iota; Potency, µM (top dose mostly 115 µM), for the others: at the top dose activity, negative = inhibition, usual class: inhibitors; 1% of 390,000 active; Pol iota fluorescent replication assay, 10 min; DNA polymerase iota (Homo sapiens), Q9UNA4; AID 588590, 2011
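Fluorescent replication assay read twice, at 0 min and 10 min after adding 50 nM (final) substrate. Enzyme (10 nM) and compounds were first incubated 15 min at room temperature; enzyme-free buffer wells were negative controls.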
Tb PGK inh – qHTS Assay to Find Inhibitors of Phosphoglycerate Kinase; 0.043% of 380,000 active; AID 602233, 2012; Potency, µM (doses to about 57.5 µM), inactives show at the top dose activity change, negative = inhibition, actives largely listed as inhibitors; PGK/GAPDH coupled, Kinase-Glo luminescence, 60 min; Phosphoglycerate kinase, glycosomal (Trypanosoma brucei brucei), P07378; also: % is scaled to controls: 0 for no effect and ±100 for the full control effect; nearly all actives have a fitted effect of over 60% in size
Target sequence (P07378 whole entry, looked up): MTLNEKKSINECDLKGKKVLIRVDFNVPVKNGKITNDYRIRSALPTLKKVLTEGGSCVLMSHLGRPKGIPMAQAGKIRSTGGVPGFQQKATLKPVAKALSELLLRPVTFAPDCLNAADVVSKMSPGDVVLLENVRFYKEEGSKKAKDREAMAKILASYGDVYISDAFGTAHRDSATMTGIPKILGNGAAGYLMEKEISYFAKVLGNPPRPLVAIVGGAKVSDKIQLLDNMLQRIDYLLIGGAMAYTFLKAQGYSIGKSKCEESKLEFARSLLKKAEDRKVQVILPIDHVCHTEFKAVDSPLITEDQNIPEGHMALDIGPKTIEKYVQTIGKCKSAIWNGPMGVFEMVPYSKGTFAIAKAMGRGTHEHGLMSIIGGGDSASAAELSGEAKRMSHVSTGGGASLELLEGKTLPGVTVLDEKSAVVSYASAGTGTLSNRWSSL
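Recombinant glycosomal PGK reaction used 1,3-bisphosphoglycerate generated in-well by GAPDH (100nM final) in 100mM TEA pH 7.6, 5mM MgCl2, 0.01% Tween-20. After 60 minutes at room temperature, ATP was read by Kinase-Glo Plus luminescence end-point.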
BLM inh – qHTS Assay for Inhibitors of Bloom's syndrome helicase (BLM); RecQ-like DNA helicase BLM (Homo sapiens), P54132; recombinant BLM DNA unwinding, fluorescence dequenching; Potency, µM (titrated, usually from 56.1 µM), for the others: at the highest dose activity change, negative = inhibition, actives largely listed as inhibitors; 0.2% of 350,000 active; AID 2528, 2010;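 also: plate controls were vehicle for no effect and no enzyme for full effect; nearly all actives have a fitted effect of over 35% in size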
Pin1 inh – qHTS Assay to Find Inhibitors of Pin1 | 0.009% of 390,000 active | Peptidyl-prolyl cis-trans isomerase NIMA-interacting 1 (Homo sapiens), Q13526 | Pin1 FP peptide displacement, HiFluor488, 10 min | Potency, µM (top dose mostly 115 µM), inactives show at the top dose activity, negative = inhibition, usual class: inhibitors; active = well fitted inhibition curve with a large enough effect in the polarisation, with a control signal flat, not every such curve was filed as active; inconclusive = small, poorly fitted or top-dose-only effect, or effect the other way, or a change in a side signal; inactive = no such curve, though single readings can be large or run the other way; the % refers to the polarisation; also: % is scaled to controls: 0 for no effect and ±100 for the full control effect
Target sequence (Q13526 whole entry, looked up): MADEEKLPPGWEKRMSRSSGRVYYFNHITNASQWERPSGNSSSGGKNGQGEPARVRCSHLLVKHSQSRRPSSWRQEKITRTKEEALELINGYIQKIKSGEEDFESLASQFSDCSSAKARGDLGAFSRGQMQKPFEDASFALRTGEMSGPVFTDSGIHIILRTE
HP1b chromo inh – HTS for Inhibitors of HP1-beta Chromodomain Interactions with Methylated Histone Tails | Potency, µM (series often up to 114 µM), without a hit: at the top dose activity change, negative = inhibition, hits mostly inhibitors | 0.56% of 390,000 active | AID 540317, 2011 | Chromobox protein homolog 1 (Homo sapiens), P83916 | AlphaScreen HP1-beta / biotin-H3K9me3 peptide binding; also: nearly all actives have a fitted effect of over 70% in size; inactives centre near 23
Target sequence (P83916 whole entry, looked up): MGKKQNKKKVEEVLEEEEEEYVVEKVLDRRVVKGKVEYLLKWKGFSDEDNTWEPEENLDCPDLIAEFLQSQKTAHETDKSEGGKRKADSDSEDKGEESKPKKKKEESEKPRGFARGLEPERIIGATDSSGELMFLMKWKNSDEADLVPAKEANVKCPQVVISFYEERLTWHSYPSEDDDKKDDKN
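HP1-beta protein (50 nM final) preincubated 30 min at room temperature with biotinylated H3(1-18)K9me3 peptide (50 nM) in PBS pH 7.4, 0.01% Tween-20, then compound added for 30 min. AlphaScreen streptavidin donor/nickel chelate acceptor beads (10 ug/mL final), 30 min dark, luminescence read.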
The depositor's hits bear a star; i = inactive; ? = inconclusive; nt = no result given; [ ] = dose if it differs, or a comment. Unless noted, calls follow the shape of the dose curve; as a rule, active = well fitted curve in the direction sought with a large enough effect; inconclusive = small, poorly fitted or top-dose-only effect, or another doubt; inactive = no such curve, though single readings can be large; an effect the other way counts as inactive or inconclusive. Potency is read from the fitted curve at half-maximal effect. An excerpt. The share of hits here may be higher or lower than overall.

SMILES | G9a block | JMJD2A Tudor | GLS inhibitor | BAZ2B inh | Pol iota inh | Tb PGK inh | BLM inh | Pin1 inh | HP1b chromo inh
Cc1cccc(NC(=O)C2CCCN(S(=O)(=O)c3cccs3)C2)c1C (stereo unspecified) | 20% | -8% | 1% | 3% | 14% | i | -2% | 44%[activator] | 42%[activator]
CCOC(=O)c1[nH]c(C)c(C(=O)OCC(=O)NCc2ccc(OC)cc2)c1C | 15%[12.7 µM] | 9% | -7% | -4% | -7% | -1% | nt | 20% | 25%
Cc1cc(C)c2c(C(C)(C)C)nn(-c3ccccc3)c2n1 | 101%[activator] | 49%[activator] | -3% | 36% | 3% | -3% | -4% | 3% | 169%[activator]
COCC(=O)Nc1ccc2c(c1)OCO2 | -1%[12.7 µM] | -9% | 3% | -5% | 138%[activator] | 2% | 4% | -2% | 16%
O=C(COC(=O)c1cccnc1Nc1cccc(C(F)(F)F)c1)NCCN1C(=O)CSC1=O | 15%[59 µM] | 4% | -8% | nt | 1% | -7% | -7% | 10% | 54%[activator]
COc1ccc(OCc2cc(C(=O)N3CCCC(OC)C3)no2)c2ccccc12 (stereo unspecified) | nt | ? | 1% | ? | -8% | 4% | -13% | -1% | -12%
CNC(=O)CSc1nnc(C2CC2)n1-c1ccccc1 | 13% | -7% | 0% | 0% | 122%[activator] | 1% | 2% | -1% | 10%
COc1ccc(Cn2c(-c3ccco3)nc3oc4ccccc4c(=O)c3c2=O)cc1 | ? | -13% | -6% | -5% | -2% | -24% | 1% | 1% | 40%[activator]
CC(=O)Nc1nc(CCC(C)C)cc2c1c(=O)oc1ccccc12 | -7%[12.7 µM] | 5%[11.4 µM] | -18% | 35%[activator] | 5% | -5% | -12% | -8% | 4%
CC(=O)Nc1ccc(NC(=O)C(F)(F)F)cc1 | 18%[59 µM] | 11% | -8% | 0% | 8% | -2% | 0% | 4% | 35%
C=C(C)Cn1c(SCCN2CCOCC2)nc2c1c(=O)[nH]c(=O)n2C | 4%[59 µM] | -8% | -1% | 4% | -5% | -6% | 3% | -1% | 31%[activator]
COc1ccc(-c2csc(N3CCOCC3)n2)cc1OC | 10%[2.33 µM] | -21% | 21% | ? | 13% | -1% | -8% | -3% | -9%
O=C(NCCC(=O)N1CCN(c2ccccc2O)CC1)c1ccc(Cl)cc1 | 50µM* | -18% | 18% | -5% | 22% | -1% | nt | -3% | 8%
C=CCOc1c(Br)cc(CNc2ccc3[nH]c(=O)[nH]c3c2)cc1OCC | nt | -23% | -20% | -19% | 37%[activator] | -2% | -1% | -3% | 1%
CCc1ccc(NC(=O)c2ccc(CN3C(=O)C(C)=C(c4ccc(C)cc4)S3(=O)=O)cc2)cc1 | 6%[59 µM] | -22% | -12% | -2% | -10% | -5% | -4% | -2% | -17%
CCCn1cnc2c(SCc3ccc(Cl)cc3)nc(N)nc21 | nt | -29% | 6% | nt | 6% | -3% | nt | -8% | 18%
CN(C(=O)c1ccc(NC(=O)Cc2ccc(NC(=O)C3CCCN(C(=O)C4CCCCC4)C3)cc2)cc1)C1CC1 (stereo unspecified) | -4%[0.501 µM] | -22% | 4% | 11% | 0% | i | nt | 2% | 26%
CCc1nn(CC(=O)N2CCN(c3ccc(OC)cc3)CC2)c(=O)c2cc3occc3n12 | nt | -13% | 34%[activator] | -14% | 26% | 0% | 3% | 0% | 42%
COc1ccc(CN(C)C(=O)c2ccc(NC(=O)CC3SC(N4CCCC4)=NC3=O)cc2)c(OC)c1OC (stereo unspecified) | -38% | -16% | -1% | 5% | 8% | -5% | nt | 2% | 24%
CCn1c2ccccc2c2cc(NC(=O)C(C)C)ccc21 | -31%[59 µM] | -10% | 6% | -5% | 25% | 2%[11.5 µM] | -1% | 0% | 26%
CCn1c(C)nc2cc(C(=O)NNC(=S)Nc3ccccc3OC)ccc21 | ? | 0% | 21% | 1% | 2% | 0% | -2% | -8% | 29%
CC(OC(=O)CCNS(=O)(=O)c1ccccc1)C(=O)Nc1ccc(S(=O)(=O)N2CCCCC2)cc1 (stereo unspecified) | nt | -26% | -3% | nt | 15% | -4% | nt | -2% | 7%
COC(=O)[C@@H]1[C@@H](C#N)C2(c3ccccc3-c3ccccc32)N(c2ccc(Cl)cc2)N1C#N | ? | 18µM* | ? | ? | 90%[activator] | 0% | -8% | -4% | ?
Cc1nn(Cc2ccc(Cl)cc2)c2sc(C(=O)OCC(N)=O)cc12 | 14% | -15% | -5% | 7% | 11% | -2% | 1% | -5% | 19%
COc1ccc(NS(=O)(=O)c2cc(NC(=O)c3ccccn3)ccc2OC)cc1Br | nt | -19% | -3% | nt | -2% | 0% | nt | 10% | 29%

Other results:
SMILES | G9a block | JMJD2A Tudor | GLS inhibitor | BAZ2B inh | Pol iota inh | Tb PGK inh | BLM inh | Pin1 inh | HP1b chromo inh
CN(C)Cc1cc(CN(C)C)c(O)c(CCc2ccccc2)n1 | 50µM* | -20%[57.1 µM] | 37%[activator] | -28% | 13% | 0% | -2% | -11% | 43%[activator]
CC(=O)NC(=S)Nc1cc(C(=O)O)ccc1Cl | 6% | -20% | 6% | 7% | 27% | i | -7% | -8% | 24%
COc1cc(Nc2cc(C)nc3ncnn23)cc(OC)c1OC | 45µM* | -7% | 20% | 8% | 18% | i | -6% | -2% | 68%[activator]
O=C(NCC(c1ccc2c(c1)OCO2)N1CCN(c2ccccc2)CC1)c1ccccc1 (stereo unspecified) | -33%[59 µM] | ? | 10% | ? | -2% | i | -2% | -5% | -5%[57 µM]
Cc1nn(-c2cc(N3CCOCC3)ccc2[N+](=O)[O-])c(=O)c2ccccc12 | 3% | -8% | 5% | -2% | 7% | i | 0% | 0% | 11%
Cc1onc(-c2ccccc2)c1C(=O)n1cccn1 | -19%[59 µM] | 1% | 3% | -2% | 12% | 13% | -1% | -4% | 48%[activator]
CCN(C(=O)c1cc2c(=O)n3cccc(C)c3nc2s1)C1CCCCC1 | 17% | 64%[activator] | 1% | 23% | 35%[activator] | i | -4% | -6% | 112%[activator]
CCCCCOC(=O)CSc1ncnc2sc3c(c12)CCC(C)C3 (stereo unspecified) | 136%[activator][59 µM] | 89%[activator] | 4% | 413%[activator] | 6% | i | -5% | -4% | 267%[activator]
Cc1ccc(Cl)cc1NC(=O)CN1C(=O)c2ccccc2Sc2ncccc21 | -24%[59 µM] | -22% | -3% | -24% | 4% | -10% | -11% | -1% | 28%
COc1ccc(C2(C(=O)Nc3ccc(C)cc3)CCOCC2)cc1 | 1% | -6% | ? | -2% | 96%[activator] | -2% | -2% | 4% | 27%
CCOc1ccccc1CNC(=O)Cn1c(=O)c2cccn2c2ccc(F)cc21 | -2%[59 µM] | -10% | -1% | 2% | 8% | -2% | 0% | 0% | 52%[activator]
O=C(Nc1ccc(S(=O)(=O)NCCc2ccccc2)cc1)c1ccncc1 | nt | -10% | -4% | -60% | -12% | -6% | -13% | 1% | 51%[activator]
COc1ccc(-c2cc3nc(C)c(CCC(=O)N4CCN(c5cc(C)ccc5C)CC4)c(C)n3n2)c(OC)c1 | 11%[59 µM] | -16% | -8% | -12% | 11% | i | -18% | -8% | 22%
CCC(=O)N1CCn2c1nc1ccccc12 | 77%[activator][59 µM] | -3% | -5% | -9% | 23% | -3% | 3% | 0% | 5%
Cc1cccn2c(=O)c3cc(C(N)=S)c(=N)n(CCCOC(C)C)c3nc12 | ? | ? | ? | -7% | ? | 0% | -12% | 3% | -1%
COc1ccc(-c2nc(N)nc(N)n2)c(O)c1 | -3%[0.501 µM] | -13% | 3% | 3% | -22% | -8% | nt | 0% | 17%
CCOC(=O)[C@H]1[C@H]2COc3ccc(Br)cc3[C@@H]2N2C(=O)c3cc(F)c(F)cc3NC(=O)[C@@]12C | 6%[2.33 µM] | -30% | 3% | -16% | ? | -4% | nt | -10% | 25%
Cc1cn(C(=O)c2cccc(Br)c2)c(C)n1 | -21% | 19% | 9% | 10% | -11% | -5% | -1% | -3% | 78%[activator]
COc1ccc2c(c1OC)C(=O)N(c1cccc(C)c1)C2=O | 7%[59 µM] | -1% | 0% | -10% | 3% | 3% | -2% | 5% | 26%
FC(F)(F)c1cccc(NC(=S)NCc2ccccc2)c1 | 25%[59 µM] | 20% | -4% | 24% | 28% | -2% | -5% | ? | 73%
CCOc1ccc(S(=O)(=O)n2c([N+](=O)[O-])cnc2C)c(C)c1C | 31% | -23% | 0% | -1% | 1% | -10% | -1% | 5% | 49%[activator]
CC12C=CC3(CN(Cc4ccccc4)C(=O)C3C1C(=O)NCc1ccco1)O2 (stereo unspecified) | ? | -16% | 3% | 0% | -16% | i | -3% | -6% | 48%[activator]
COc1ccc(C2=NN(C(=O)CCCC(=O)O)C(c3cn(-c4ccccc4)nc3-c3ccccc3)C2)cc1 (stereo unspecified) | ? | 56µM* | -25% | 56µM* | 20µM* | -15% | -1% | nt | 32%
O=C(COc1cccc(Cl)c1)NCC(c1cccs1)N1CCOCC1 (stereo unspecified) | -6%[12.7 µM] | 8% | -9% | -15% | -15% | -5% | nt | -2% | 34%
O=C1C=C(c2ccc(Br)c3ccccc23)C[C@@H](c2ccc3c(c2)OCO3)C1 | -8%[0.501 µM] | -20% | -4% | -7% | 20% | 0% | nt | 6% | 34%
C=CCN1C(=O)CSc2ccc(C(=O)N3CCC(C)CC3)cc21 | -3% | -4% | -3% | 2% | 2% | 2% | -8% | 1% | 25%
